MEKK2 WT-MEK5 = raises or lowers MEK5 binding to wildtype human MEKK2 PB1 domain; Q9Y2U5; bead flow cytometry, Alexa488-MEK5 binding to MEKK2 WT; actives lie on both sides; binding response (% of control), % at 10 µM; 290,000 tested, 1.1% active; in the data active means binding response below about 67% or above about 130%; inconclusive means no clear call, values can overlap the other calls; inactive means in between
NALP1 inh = NALP1 inhibition; S. cerevisiae NALP1/ASC/caspase-1 growth, X-gal OD620, 72 h; inhibition, % at 10 µM; 280,000 tested, 0.61% active; AID 2071; in the data active means inhibition mostly above about 24%, no sharp cut-off; inactive means mostly below about 32%; further: some compounds called inactive have numbers as strong as hits
pCIP destab = compounds decreasing mouse p/CIP protein stability. Q05BA5. F442A p/CIP-EGFP cells, EGFP fluorescence, 16 h. decrease of EGFP signal, % at 10 µM. 290,000 tested, 0.01% active;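 active means EGFP signal decrease of at least 30% at 10 µM or well 3 SD below plate mean, unless failing retest; inactive means the rest, including hits failing retest or dose response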; further: some compounds called inactive have numbers as strong as hits; many of its hits are not listed in these tables
MEKK3 PB1 HTS = MEKK3-MEK5 PB1 interaction, increase or decrease. binding response (% of control), % at 10 µM. AID 1529. 290,000 tested, 1.4% active. bead-based flow cytometry, Alexa488-MEK5 binding to MEKK3; actives lie on both sides; 0 = blocked by unlabeled MEK5, 100 = vehicle. Q99759;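 active means binding response more than 3 SD above or below the average of its plate-row segment, actives on both sides; inconclusive means wells at one plate position flagged as instrument error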;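 further: Alexa488 bead fluorescence after subtracting the streptavidin-only scavenger bead signal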
Target sequence (Q99759 whole entry, looked up): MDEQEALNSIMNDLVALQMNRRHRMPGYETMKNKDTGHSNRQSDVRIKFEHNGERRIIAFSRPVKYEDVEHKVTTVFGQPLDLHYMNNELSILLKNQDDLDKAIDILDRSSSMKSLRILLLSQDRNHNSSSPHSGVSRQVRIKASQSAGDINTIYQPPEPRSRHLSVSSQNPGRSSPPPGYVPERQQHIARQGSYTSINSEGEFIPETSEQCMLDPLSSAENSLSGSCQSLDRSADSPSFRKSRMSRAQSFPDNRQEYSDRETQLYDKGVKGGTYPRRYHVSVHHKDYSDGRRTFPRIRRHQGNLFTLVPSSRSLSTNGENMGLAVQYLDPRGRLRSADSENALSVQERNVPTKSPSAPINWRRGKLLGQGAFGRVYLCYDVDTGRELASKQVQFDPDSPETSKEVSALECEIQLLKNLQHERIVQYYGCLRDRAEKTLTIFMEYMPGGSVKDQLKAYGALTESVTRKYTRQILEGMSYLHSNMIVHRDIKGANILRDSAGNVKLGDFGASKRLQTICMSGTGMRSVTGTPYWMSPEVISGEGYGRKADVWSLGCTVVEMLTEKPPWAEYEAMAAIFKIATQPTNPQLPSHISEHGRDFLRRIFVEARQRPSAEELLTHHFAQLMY
PfM18AAP inh = blocks P. falciparum M18 aspartyl aminopeptidase; recombinant PfM18AAP, H-Glu-NHMec fluorogenic cleavage; inhibition, % at 7.35 µM; 290,000 tested, 1.2% active;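 active means inhibition above the campaign mean inhibition over all tested compounds plus 3 SD, cut at about 28% in these data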;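 further: 0% = plate median of test compound wells and 100% = 2 mM ZnCl2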
IDE act = activators of human insulin-degrading enzyme in cells | P14735 | HEK cells, FAbeta-B cleavage, fluorescence polarization; 0% vehicle, 100% cell-free pure enzyme wells | activation, % at 5.96 µM | 340,000 tested, 0.073% active | AID 493087;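 active means activation above the mean of all tested compounds plus 3 SD, set per screening campaign, cut at about 17% in these data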
MEKK2 mut-MEK5 = signal of MEK5 binding to mutant human MEKK2 PB1 domain. bead flow cytometry, Alexa488-MEK5 binding to MEKK2 mutant. AID 1530. 290,000 tested, 0.35% active. percent response, % at 10 µM; in the data active means percent response above about 24%, passing the limit was not always enough; further: inactives centre near 1; some results filed as inactive read as strong as hits; reference of the scale not given here
IDE inh = inhibitors of human insulin-degrading enzyme in cells; HEK cells, FAbetaB cleavage, fluorescence polarization; inhibition, % at 5.59 µM; P14735; 320,000 tested, 0.41% active;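 active means percent inhibition above the average of all tested compounds plus 3 SD, set per screening campaign, cut at about 16% in these data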;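 further: IDE supplied by intact live HEK cells; FP after avidin binding of uncleaved biotin substrate so inhibition keeps polarization high; 0% = DMSO wells and 100% = 60 µM reference IDE inhibitor Ii1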
SUMO HTRF inh = SUMOylation inhibition | 290,000 tested, 0.36% active | HTRF SUMOylation assay, SAE1/SAE2 + UBC9, in vitro | inhibition, % at 35 µM | P63279; in the data active means inhibition above about 50%, passing the limit was not always enough; inconclusive means no clear call, values can overlap the other calls; further: strong numbers were not always called active
Target sequence (P63279 whole entry, looked up): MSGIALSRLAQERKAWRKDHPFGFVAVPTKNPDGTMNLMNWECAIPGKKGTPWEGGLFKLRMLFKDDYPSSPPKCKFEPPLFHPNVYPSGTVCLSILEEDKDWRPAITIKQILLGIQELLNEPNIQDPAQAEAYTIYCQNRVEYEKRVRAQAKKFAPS
* hit, by the source's call; u = inconclusive; x = not tested or not shown; & = joins results of further samples; [ ] = another dose, or the depositor's remark. Only part of the results is shown, so the mix of outcomes need not match the whole.

MEKK2 WT-MEK5	NALP1 inh	pCIP destab	MEKK3 PB1 HTS	PfM18AAP inh	IDE act	MEKK2 mut-MEK5	IDE inh	SUMO HTRF inh	mol
104	22	2	104	0	-6	6	2	13	COCc1c(C(=O)N/N=C(\C)c2ccncc2)nnn1-c1nonc1N
99	18	13	97	-1	-2	15	2	6	O=C(CNC(=O)c1cccc(F)c1)OCc1cc(=O)n2cc(Br)ccc2n1
103	3	-2	101	-2	2	2	3	u	O=C(O)CSc1nnc(C2COc3ccccc3O2)n1-c1ccccc1 (stereo unspecified)
96	8	-2	100	1	2	-3	3	10	O=S(=O)(/N=C(/Sc1ccccc1)c1ccccc1)c1ccccc1
98	10	-9	98	13	4	9	6	-2	O=S(=O)(Cc1ccccc1)N(O)c1ccccc1
107	16	6	110	4	7	5	-1	-2	CCOC(=O)C1CCCN(S(=O)(=O)c2ccc(F)c(C(=O)Nc3ccc(F)c(F)c3)c2)C1 (stereo unspecified)
91	12	17	97	-11	0	-3	3	8	CN(C)S(=O)(=O)c1cccc(NC(=S)NCc2ccco2)c1
101	9	-7	103	1	5	6	-2	0	CCCCCCCOc1ccc(C2(C)NC(=O)NC2=O)cc1 (stereo unspecified)
98	20	-8	104	7	2	-1	1	17	Cc1ccc(C)n1NC(=O)c1ccccc1[N+](=O)[O-]
97	-11	-15	94	4	2	-3	4	11	CCOc1ccc2[nH]c(=O)c(C(c3nnnn3C3CCCCC3)N3CCN(CC)CC3)cc2c1 (stereo unspecified)
108	3	-3	109	-2	7	4	8	8	CCCCOC(=O)N1CCOCCOCCOCCOCC1
93&87	9	-6	102&101	-2	3	0&-6	-6&6	52*	CC(C)c1ccc2c(c1)c(SC(C)(C)C)c(CC(C)(C)C(=O)O)n2Cc1ccc(Cl)cc1
101	15	-10	104	0	-4	1	15	16	COc1ccc(C2C3=C(CC(C)(C)CC3=O)Nc3c2c(=O)[nH]c(=O)n3Cc2ccccc2)cc1 (stereo unspecified)
97	14	-16	101	2	-3	-4	2	20	CN(CCOc1ccc(-c2ccn(S(=O)(=O)c3ccc(Cl)cc3)n2)cc1)c1ccccn1
109	30	-6	114	1	x	0	10	2	Cc1ccc(Nc2nc(N3CCN(C)CC3)nc(N)c2[N+](=O)[O-])cc1C
102	8	-2	103	-9	4	-4	4	-4	CCOC(=O)[C@@H]1[C@H]2COc3ccccc3[C@H]2N2C(=O)N(c3cccc(F)c3)C(=O)[C@]12C
110	14	-9	111	-1	0	12	-4	4	CCOc1ccccc1NC(=O)c1cnccn1
100	12	-11	99	0	4	2	x	9	Cc1c(C(=O)N2CCc3ccccc32)oc2c1C(=O)CC(C)(C)C2
93	26	-4	99	2	-1	-2	8	3	COC(=O)CSc1cc([N+](=O)[O-])cc2c1c(C1OCCO1)nn2-c1ccccc1
104	3	4	106	-4	2	10	4	10	Cc1cccc(-c2oc(C)c(C)[n+]2[O-])c1
97	22	-3	95	1	-1	1	-4	1	Cc1nc2ccccc2n1/C(=N\S(=O)(=O)c1ccccc1)c1ccccc1
99	-3	-9	102	7	4	0	2	-9	CSC1=N/C(=C\c2cccc(Cl)c2)C(=O)N1N(C)C
108	1	-17	105	13	0	11	3	-22	Cc1ccc(S(=O)(=O)N(C)c2ccc(OCc3cccc(C)c3)cc2)cc1
96	21	3	96	0	1	-6	4	-11	COc1ccc(NC(=O)C2CCC(=O)N2C(=O)OCc2ccccc2)cc1 (stereo unspecified)
106	4	-1	101	-7	3	5	7	-2	O=C(NCCN1CCN(c2ccccc2)CC1)c1ccccc1F
99	28	0	97	13	4	-1	2	12	O=C(Oc1ccc2ccc(=O)oc2c1)C1CCCCC1
97	7	-31	98	-6	0	1	-1	-14	O=C(c1ccco1)N1c2ccccc2Sc2ccccc21
102	17	-18	103	-6	6	1	7	-12	O=C(CN1C(=O)C2C3C=CC(C3)C2C1=O)OCC(=O)c1ccccc1 (stereo unspecified)
92	3	12	91	-4	0	-7	-4	-4	O=C(Nc1cccnc1)c1scc2c1OCCO2
108	9	0	104	-42	-6	9	7	15	CN1CCN(Cc2c(O)ccc3c2oc(=O)c2ccccc23)CC1
96	24	1	91	15	5	0	6	8	COc1cccc(OCCCCN2CC(C)OC(C)C2)c1 (stereo unspecified)
96	7	-27	81	1	x	2	-11	-58	N#C/C(C(N)=O)=c1/ccc2c(c1)N1C3=C(CCCC3)CC3CCCCC31N=2 (stereo unspecified)
108	-20	1	113	5	1	18	-3	-26	O=C(NC1CC1)c1cc(-c2ccccn2)nc2ccccc12
105	7	6	105	-2	3	-6	-3	11	CC(=O)N1N=C(c2ccccc2)OC12CCCC2
101	13	0	100	-6	-3	3	9	11	CCOC(=O)c1sc2ncnc(N3CCN(C(=O)OCC)CC3)c2c1C
98	9	9	102	3	5	-1	-2	-4	COc1ccc(NC(=O)C2Cc3ccccc3CN2C(=O)c2ccco2)cc1 (stereo unspecified)
96	7	3	86	4	6&9	3	-3&1	-2	CCOC(=O)[C@H](CCc1ccccc1)N[C@@H](C)C(=O)N1CCC[C@H]1C(=O)O
103	4	-3	103	1	0	4	x	-9	C=CCn1c(=O)c(C(=O)NCc2ccc(Cl)cc2)c(O)c2ccccc21
100	16	-1	100	-3	0	-1	3	-3	COc1ccccc1C(=O)Nc1ccc(S(=O)(=O)Nc2nccs2)cc1
103	-4	8	102	-3	-5	-1	-4	8	O=C(c1cccc(N2C(=O)C3C4C=CC(C4)C3C2=O)c1)N1CCCc2ccccc21 (stereo unspecified)
87	25	9	93	2	5	-1	-4	9	O=C(Nc1cccc([N+](=O)[O-])c1)c1cnccn1
96	30*	-10	97	5	-2	-6	1	15	CC(=O)c1c(-c2ccccc2)c2cc(Cl)ccc2[nH]c1=O
103	-1	-11	102	-1	3	5	4	-23	COc1cccc(CSc2nnc(C(F)(F)F)n2Cc2ccc(F)cc2)c1
103	5	-8	100	-4	-1	5	7	x	CC(C)(C)C(=O)Nc1cc2c3c(c1)CCN3C(=O)CC2
100	11	-10	103	4	-1	-4	-2	15	COC(=O)C(C(=O)OC)c1ncc(C(F)(F)F)cc1Cl
93	-12	-10	96	5	5	0	1	8	CCCCNCCOCCOc1ccc(C)cc1[N+](=O)[O-]
x	-6	-5	71*[inhibitor]	5	-1	-13	6	16	CCOC(=O)C1(Cc2cccc(F)c2)CCN(Cc2nc(CC)[nH]c2C)CC1
103	10	4	106	-7	-1	1	4	3	COc1ccc(/C(O)=C2/C(=O)C(=O)N(CCN3CCOCC3)C2c2ccc(C)cc2)cc1 (stereo unspecified)
105	34	-13	103	-5	6	5	1	-12	Cc1cc(C)cc(NC(=O)c2ccccc2CC[N+](=O)[O-])c1
86	x	-9	89	2	3	-21	2	20	O=C(Cn1nnc2ccccc21)Nc1ccc([N+](=O)[O-])cc1

Next part, starting with the last 3 of the part before.
MEKK2 WT-MEK5	NALP1 inh	pCIP destab	MEKK3 PB1 HTS	PfM18AAP inh	IDE act	MEKK2 mut-MEK5	IDE inh	SUMO HTRF inh	mol
103	10	4	106	-7	-1	1	4	3	COc1ccc(/C(O)=C2/C(=O)C(=O)N(CCN3CCOCC3)C2c2ccc(C)cc2)cc1 (stereo unspecified)
105	34	-13	103	-5	6	5	1	-12	Cc1cc(C)cc(NC(=O)c2ccccc2CC[N+](=O)[O-])c1
86	x	-9	89	2	3	-21	2	20	O=C(Cn1nnc2ccccc21)Nc1ccc([N+](=O)[O-])cc1
98	12	-10	101	2	-2	-2	0	-5	CCc1ccc(NC(=O)c2cccnc2)cc1
96	x	10	97	9	4	-7	-3	4	Cc1cc(-c2nnc(SCC(=O)Nc3nc(-c4ccc(Cl)cc4)cs3)o2)no1
95	-8	-6	104	10	2	4	x	5	O=C(CCl)N(c1ccccc1)c1ccccc1
99	19	0	100	17	-3	0	1	2	Cn1c(SCC(=O)c2ccc(O)cc2O)nnc1-c1ccccc1
99	5	1	103	-2	5	2	4	-2	Cc1ccc2cccc(OCc3cccc([N+](=O)[O-])c3)c2n1
93	9	-10	104	-6	2	-1	5	9	Cc1cc(C)n(-c2nnc(C)n2/N=C/c2ccco2)n1
75	-1	8	77	-12	7	-11	5	18	Cc1ccc(C(=O)NCCc2nnc3ccc(SCC(=O)Nc4cc(C)on4)nn23)cc1
111	12	-9	108	-16	2	7	-2	8	Cc1cc(=O)oc(C)c1C(=O)NCc1ccccc1
90	12	4	92	1	-3	-4	3	13	Cc1nnc(SCC(=O)c2c(N)n(Cc3ccccc3)c(=O)n(C)c2=O)n1C
104	-4	-15	106	4	-1	6	4	-4	O=C(O)c1cc(-c2ccccc2)n(-c2ccc(F)cc2)n1
110	-7	-15	108	-4	6	6	0	-1	COc1ccccc1N1CCN(C(=O)CSc2nc3ccccc3[nH]2)CC1
103	17	-11	103	35*	-11	4	-2	6	N#Cc1c(/N=C/C=C/c2ccccc2)sc2c1CCCC2
92	x	8	85	0	2	-20	2	-22	CN(CC1CCCO1)S(=O)(=O)c1ccc(C(=O)Nc2nccs2)cc1 (stereo unspecified)
103	-13	-4	116	-5	3	-1	5	-4	COC(=O)c1ccc(CNC(=O)COC(=O)c2cc(Cl)nc(Cl)c2)cc1
105	15	-4	101	8	1	9	4	0	Cc1nnc(NCc2ccccc2)c2ccccc12
110	0	0	113	11	-2	5	-3	-33	S=c1[nH]nc(-c2cc(-c3ccco3)[nH]n2)n1-c1ccccc1
102	11	-14	102	2	3	5	6	-3	CC1c2ccsc2CCN1S(=O)(=O)c1ccccc1 (stereo unspecified)
x	-1	-3	x	-4	-1	x	1	28	O=Cc1cn(-c2ccccc2)nc1-c1cc2c(ccc3ccccc32)oc1=O
105	22	-4	101	-2	3	-2	x	0	COc1ccc(CC(NC(C)=O)C(=O)NC2CCN(C(=O)c3ccc(Cl)cc3)CC2)cc1 (stereo unspecified)
91	14	2	99	-9	5	-6	2	-12	Cc1c(C(=O)OCCOc2ccc(Br)cc2)sc(=S)n1C
101	3	-24	91	-4	5	4	4	-17	Cc1ccc(NCc2nnc(SCC(=O)Nc3cc(C)on3)n2C)cc1
101	6	-6	106	-11	-6	4	-1	8	COc1ccc(Nc2oc(COc3ccc(OC)cc3)nc2C#N)cc1
102	13	-6	95	13	2	-1	1	-3	CC(=O)Nc1ccc(S(=O)(=O)NNC(=O)c2cccc(Cl)c2)cc1
94	2	1	96	-6	3	-2	1	15	COc1ccc(OC)c(-c2nc(C)sc2CC(=O)O)c1
84	21	-14	83	6	4	-2	-1	19	O=C(CN1C(=O)CCSc2ccccc21)Nc1ccc2c(c1)OCCO2
107	-2	-2	110	4	5	3	x	8	Cc1cc(C(=O)CSc2nnc(Nc3ccccc3F)s2)c(C)n1CC1CCCO1 (stereo unspecified)
97	9	-4	97	-3	3	-4	1	4	Cc1ccc(C(=O)CC2(O)C(=O)N(Cc3ccccc3Cl)c3ccccc32)o1 (stereo unspecified)
97	7	6	102	4	5	-1	4	19	O=C(Cn1cnc2ccccc2c1=O)Nc1ccc(N2CCOCC2)cc1

In the list so far, these have a CF3 group:
MEKK2 WT-MEK5	NALP1 inh	pCIP destab	MEKK3 PB1 HTS	PfM18AAP inh	IDE act	MEKK2 mut-MEK5	IDE inh	SUMO HTRF inh	mol
103	-1	-11	102	-1	3	5	4	-23	COc1cccc(CSc2nnc(C(F)(F)F)n2Cc2ccc(F)cc2)c1
100	11	-10	103	4	-1	-4	-2	15	COC(=O)C(C(=O)OC)c1ncc(C(F)(F)F)cc1Cl

Screening data from PubChem BioAssay.
